# High-throughput results (PubChem BioAssay)
# Peg3 promoter: Peg3 promoter-driven luciferase inhibitors, primary screen, cell-based, HeLa, luciferase luminescence | 360,000 compounds, 1.7% hits | inhibition, % at 20 µM | HeLa PEG-Prom luciferase reporter, overnight;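 active means inhibition of at least 50% at 20 µM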
# KKLEB cytotox: cytotoxicity in KKLEB CF airway cells, primary screen, cytotoxicity control for CF NF-kB inhibitor project, cell-based, uHTS, fluorescence assay plates. activity change (cytotoxicity), % at 5 µM. KKLEB CF airway cells viability, ATPlite luminescence, overnight; hits give low values; cells stimulated with P. aeruginosa culture filtrate. 360,000 compounds, 0.36% hits;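 active means corrected activity change at or below -50% at 5 µM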
# TRPM1 prom inh: inhibitors of MITF-dependent TRPM1 promoter reporter, primary screen, cell-based, SK-MEL-5, single point, luciferase. inhibition, % at 12.5 µM. SK-MEL-5 TRPM1 promoter luciferase, 24 h. 330,000 compounds, 0.83% hits;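 active means mean inhibition across replicates of 60% or more, whatever share of single replicates reaches that level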; further: values of inactives mirror those of a sister screen read the other way
# hiPSC survival: enhancers of single-cell hiPSC survival, primary screen, ATPlite luminescence; 100% = ROCK inhibitor wells, 0% = DMSO; survival enhancement, % at 20 µM; 360,000 compounds, 0.044% hits; AID 602274, 2012; in the data active means survival enhancement above about 18%;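 further: cells exposed to compounds for 16 hours before the ATP read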
# Shn3 3UTR inh: reduction of Shn3 3'UTR firefly luciferase signal, primary screen, Schnurri-3 inhibitor project, cell-based, Clone20 osteoblasts, set 2 | inhibition, % at 12.5 µM | Clone20 osteoblast Shn3 3'UTR firefly luciferase, 24 h | 360,000 compounds, 0.52% hits;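 active means mean inhibition of at least 75% with every replicate also reaching 75%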;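 further: 0% = median of neutral control wells and 100% = pilot-screen positive control compound; some compounds past the cut are filed as inactive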
# NR2E3 ag-1: NR2E3 agonists in two-hybrid cells, primary screen, cell-based, luminescence, CHO-S, Gal4-NCOR/VP16-NR2E3; AID 602229, 2012; Photoreceptor-specific nuclear receptor (Homo sapiens), Q9Y5X4; 360,000 compounds, 0.35% hits; luciferase; inhibition of corepressor binding, % at 3.98 µM;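 active means inhibition above the mean of all tested compounds plus 3 SD, cut at about 70% in these data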;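 further: 0% = DMSO with NR2E3 transfected cells and 100% = cells lacking NR2E3 construct; higher means lower luciferase signal from less NR2E3 corepressor binding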
# Target sequence (Q9Y5X4 whole entry, looked up, the tested form may be a part): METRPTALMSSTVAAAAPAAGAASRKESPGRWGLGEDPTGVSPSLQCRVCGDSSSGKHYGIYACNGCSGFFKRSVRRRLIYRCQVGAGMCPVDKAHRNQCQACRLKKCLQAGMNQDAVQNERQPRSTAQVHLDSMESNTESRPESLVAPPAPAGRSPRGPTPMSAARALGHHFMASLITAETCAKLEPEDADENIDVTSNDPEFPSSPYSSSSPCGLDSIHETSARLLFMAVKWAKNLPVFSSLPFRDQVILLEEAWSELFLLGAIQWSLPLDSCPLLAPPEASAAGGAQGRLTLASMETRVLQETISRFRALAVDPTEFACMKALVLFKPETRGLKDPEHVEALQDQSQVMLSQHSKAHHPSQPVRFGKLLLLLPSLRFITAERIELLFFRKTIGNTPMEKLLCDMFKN
# NR2E3 ag-2: inhibitors of NR2E3-RetCOR corepressor binding, primary screen, NR2E3 agonist project, biochemical, TR-FRET, GST-NR2E3, biotin-RetCOR; 1536-well; inhibition of corepressor binding, % at 4.78 µM; 320,000 compounds, 0.12% hits; AID 2300, 2010;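 active means percent inhibition above the cutoff of mean plus 3 SD of all tested compounds, set per screening campaign, cut at about 20% in these data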;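 further: 0% = DMSO wells and 100% = biotin wells as full block of FRET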
#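 System: GST-tagged NR2E3 plus biotinylated RetCOR corepressor; Amount: 1.35 nM GST-tagged NR2E3 final; Dosing: single nominal compound dose of 4.8 µM; Schedule: 5 h incubation at 4 °C; Technique: TR-FRET with europium anti-GST and streptavidin-D2, 340 nm excitation; Controls: biotin wells as high control, 0.6% DMSO wells as low control.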
# TWEAK-Fn14 inh: inhibitors of TWEAK-Fn14 signaling, primary screen, luciferase reporter cells, uHTS. AID 1159606, 2016. 360,000 compounds, 2% hits. TWEAK-stimulated Fn14 reporter cells, luciferase luminescence, 8 h. inhibition, % at 10 µM; in the data active means inhibition above about 50%
# HIF-2a block: HIF-2a reporter inhibitors, primary screen, luminescence, 786-0 RCC cells. 786-0 RCC cells HIF-2a reporter, luciferase luminescence, overnight. inhibition, % at 18.8 µM. 360,000 compounds, 0.72% hits. AID 624352, 2012;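 active means inhibition of the luminescence signal of 40% or more relative to plate controls, in a single-dose primary screen at 18.75 µM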
# aDG glyco act: activators of alpha-DG glycosylation, primary screen, uHTS, Pro5-aDG cells, AlphaScreen; 360,000 compounds, 0.22% hits; alpha-DG glycosylation AlphaScreen (IIH6); 0% Pro5, 100% B10-LARGE cell signal; AID 624168, 2012; activation, % at 10 µM;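 active means activation of at least 8% versus controls, or a plate z-score of at least 8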;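 further: Pro5 are CHO cells carrying HIG-tagged alpha-DG that lacks glycosylation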
# CF NFkB block: inhibitors of PAF-induced NF-kB signaling, primary screen, cell-based, GFP fluorescence, uHTS. inhibition, % at 5 µM. KKLEB NF-kB-GFP reporter, GFP fluorescence overnight. 360,000 compounds, 0.86% hits;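 active means at least 50% inhibition at 5 µM, scaled per plate between neutral and stimulator controls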;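 further: PAF is a Pseudomonas aeruginosa culture filtrate used as stimulus; plate controls were PAF-stimulated DMSO wells for no effect and unstimulated DMSO wells for full effect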
# Numbers without * were called inactive; nt = no result given.
SMILES,Peg3 promoter,KKLEB cytotox,TRPM1 prom inh,hiPSC survival,Shn3 3UTR inh,NR2E3 ag-1,NR2E3 ag-2,TWEAK-Fn14 inh,HIF-2a block,aDG glyco act,CF NFkB block
O=C(c1cccn2c(=O)c3ccccc3nc12)N1CCN(c2ccccn2)CC1,11,11,-11,3.9,3,-3,1,14,18,0.0,0
O=C(OCC(=O)N1CCCc2ccccc21)c1cccc(S(=O)(=O)N2CCOCC2)c1,-11,6,5,-0.2,-1,-11,10,-2,6,0.3,-12
COc1ccc(N(CC(=O)NCCSCc2ccccc2C)S(=O)(=O)c2ccccc2)cc1,26,-30,-14,-0.4,-4,1,0,27,27,0.6,4
CCN(CC)S(=O)(=O)c1ccc(N2CCOCC2)c(NC(=O)C2CCCC2)c1,7,3,-18,3.8,-18,-1,-2,3,21,0.0,0
CC(C)(C)n1nnc(CCc2nnn(C(C)(C)C)n2)n1,6,5,2,-0.2,10,-4,0,-17,-5,0.0,2
COCCNS(=O)(=O)c1ccc(C2CNC(=O)C2)cc1 (centres undefined),-1,19,3,-1.9,-1,-29,4,7,11,-0.1,-18
CC1=C(C(=O)Nc2ccccc2)C(c2ccc(Cl)cc2)n2c(s/c(=C/c3cccc(OCC(=O)O)c3)c2=O)=N1 (centres undefined),1,15,2,-1.3,8,-11,3,1,18,0.2,0
O=S(=O)(Nc1cccc(CCc2ccccn2)c1)c1ccc2ccccc2c1,12,13,-16,2.7,7,40,nt,-1,4,0.0,-7
COCCNC(=O)c1onc(CSc2ccc(C(C)C)cc2)c1C(=O)O,-1,-8,-5,-1.1,5,12,2,27,0,0.3,21
Cc1ccc(S(=O)(=O)N2CCN(C(=O)Cc3ccccc3)CC2)cc1,7,-5,3,4.9,10,-12,-1,-7,4,-0.2,5
CCCCn1c(N)c(N(CCOC)C(=O)C2CCN(S(=O)(=O)c3ccccc3)CC2)c(=O)[nH]c1=O,19,8,-7,-0.4,13,3,-1,-12,10,0.0,-26
CC(C)(C)OC(=O)N[C@@H](Cc1ccccc1)c1nnc(SCC(=O)O)o1,12,-2,-1,1.0,10,-11,3,-7,21,-0.1,1
CCCOc1ccc(CNC(=O)C2CCN(c3nnc(N4CCCC4=O)s3)CC2)cc1,-1,18,nt,-2.9,-20,8,2,8,4,-0.1,-7
CC(C)(C)N=Cc1cc(-c2ccccc2)sc1O,-243,1,-81,-2.3,-66,-88,-3,-20,-208,-0.2,-8
N#Cc1ccc(NCC(=O)Nc2ccc(S(=O)(=O)N3CCCCC3)cc2)cc1,27,8,1,-3.1,10,2,-2,14,12,0.1,-41
O=C1CCN(Cc2ccccc2)S(=O)(=O)c2c(F)cc(F)cc21,12,5,4,-2.2,11,-31,0,-10,18,-0.1,7
OCC1(CCCc2ccccc2)CCN(C2CCC2)CC1,1,2,-4,0.0,-25,1,4,-1,9,0.0,1
COCc1ccc(C(=O)NC2CC(C)(C)Cc3c2cnn3-c2ccc(OC)cc2)o1 (centres undefined),15,0,2,-0.2,3,-12,2,16,18,0.1,-13
Cc1ccc(S(=O)(=O)CC(=O)Nc2nc3ccc(S(N)(=O)=O)cc3s2)cc1,-11,9,-4,0.4,-1,-26,1,-8,7,-0.3,-10
Cc1cccc(NC(=O)CN2C(=O)N/C(=C/c3ccc(-c4cccc(C(=O)O)c4C)o3)C2=O)c1,6,-4,6,-1.0,1,-12,-4,-9,7,1.8,6
O=C(Cn1cc(C(F)(F)F)ccc1=O)NC(c1ccccc1)c1ccccc1,-1,8,-6,0.2,-1,-19,-1,-8,22,-0.2,12
N#CC(=C(O)COC(=O)CCC1CCCCC1)c1nc2ccccc2[nH]1,37,2,5,-4.0,-5,-33,nt,6,9,0.0,-9
C=CCNC(=O)c1ccccc1NC(=O)c1ccccc1C,1,8,7,1.0,2,-13,1,13,7,0.0,-5
Cc1cccc(CSc2nnc(NC(=O)c3ccco3)s2)c1,-7,6,6,-1.0,-12,-9,0,-41,-58,0.1,4
O=c1cc(-c2cc3ccccc3o2)c2cc(O)ccc2o1,27,2,-10,-0.2,17,-4,1,37,-3,-0.1,-9

# Further entries.
SMILES,Peg3 promoter,KKLEB cytotox,TRPM1 prom inh,hiPSC survival,Shn3 3UTR inh,NR2E3 ag-1,NR2E3 ag-2,TWEAK-Fn14 inh,HIF-2a block,aDG glyco act,CF NFkB block
CC(C)(C)c1ccc(C(CC(=O)O)NC(=O)CCCc2ccccc2)cc1 (centres undefined),6,-1,-3,-0.1,8,13,3,5,8,0.0,-4
Cc1cc(NC(=O)c2cc3nc(C4CC4)cc(C(F)(F)F)n3n2)no1,-31,-11,-6,8.3,-23,-19,3,4,5,0.2,5
COc1ccccc1CN1CCNC(=O)C1CC(=O)NC1Cc2ccccc2C1 (centres undefined),9,5,-2,0.2,9,3,2,11,20,-0.3,-4
CC(C)OC(=O)CSc1n[nH]c(-c2cccnc2)n1,12,2,5,-1.7,11,-14,4,5,6,0.1,17
CC(C)Sc1nc2ccccc2c(=O)[nH]1,9,5,-3,0.1,-8,4,-2,-22,7,0.2,-10
COc1ccc(NCC(=O)N/N=C/C(C)c2ccccc2)cc1 (centres undefined),-14,1,-5,-0.1,-1,-12,0,-6,2,-0.2,11
COc1cc(C)nc2nc(SCc3ccccc3)nn12,-31,1,-21,3.2,-25,-3,-2,0,-47,-0.2,-2
COc1cc(OC)c(OC)cc1CCC(C)NC(=O)Cc1ccccc1 (centres undefined),1,7,1,1.1,-7,17,1,0,15,-0.1,-10
Cc1ccc(-n2nnnc2SCC(=O)c2c(N)n(C3CC3)c(=O)[nH]c2=O)cc1C,8,-4,nt,-0.4,2,20,2,1,11,0.0,1
CCOC(=O)N1CCC(NC(=O)c2ccc3c(Cl)c4c(nc3c2)CCCC4)CC1,40,16,nt,1.5,-12,13,3,21,-5,0.3,-38
Cc1ccc(CNC(=O)C(c2ccccc2)c2ccccc2)cc1,5,4,-4,-0.1,28,-12,6,-8,29,0.1,-1
COc1ccccc1CNC(=O)CCC(=O)Nc1nnc(C(C)C)s1,10,9,19,-1.5,6,-34,-2,-5,7,-0.3,-6
CSc1ncnc2c1ncn2CCCNCc1ccc(C)o1,-5,13,nt,3.0,-2,7,nt,1,11,-0.1,-7
CC(=O)N1N=C(c2ccc(Cl)cc2)OC1c1ccc(C(C)C)cc1 (centres undefined),-155,7,-24,0.8,-20,-17,0,-14,-196,0.0,12
CC(C)(C)OC(=O)N1CCC(Cc2cc(-c3cccc(Br)c3)no2)(C(=O)O)CC1,11,-5,-2,2.6,-1,19,4,13,-3,-0.4,13
O=C(Cn1cnc2ccccc21)NC(c1ccccc1)c1ccccc1,-29,3,-3,0.4,-12,5,3,9,-13,0.2,2
O=C(C/C=N\OCc1ccc([N+](=O)[O-])cc1)Nc1ccc(Br)cc1,16,-16,-1,3.9,1,17,1,10,-5,0.6,-15
Cc1cc(C(=O)N/N=C/c2cccc(Cl)c2Cl)no1,-187,2,-63,1.5,-44,-23,-2,-30,-256,0.0,10
CCc1ccc2nc(N3CCN(C)CC3)c(C#N)cc2c1,-100,2,-27,-2.2,-22,5,0,-30,-106,0.3,-21
Cc1ccc(NC(=O)Cn2cc(S(=O)(=O)c3ccc(F)cc3)c(=O)c3cc(F)ccc32)cc1,-1,1,nt,0.1,3,15,3,7,3,0.1,14
O=C1CC/C=C\C[C@@H](CC(=O)N(CCO)Cc2ccccc2)C(=O)NCCO1,-5,10,-5,-2.7,2,-37,nt,7,6,0.1,2
CCc1ccccc1NC(=O)c1ccc(NS(C)(=O)=O)cc1,9,3,-2,0.6,-8,-1,1,5,7,0.1,8
CC(C)OP(=O)(OC(C)C)C1(NS(=O)(=O)c2ccc(Cl)cc2)C=C(Cl)C(=O)C(Cl)=C1,31,16,7,-0.4,-2,28,3,9,6,-0.2,-7
CC(=O)N1CC(C(=O)Nc2ccc3c(c2)OCO3)Oc2ccccc21 (centres undefined),-96,-13,-19,1.1,-24,-16,nt,-11,-111,-0.4,6
O=C(CSc1nncc(=O)[nH]1)NCc1ccccc1,5,10,10,2.3,6,-8,1,-12,9,-0.1,12

# Next part.
SMILES,Peg3 promoter,KKLEB cytotox,TRPM1 prom inh,hiPSC survival,Shn3 3UTR inh,NR2E3 ag-1,NR2E3 ag-2,TWEAK-Fn14 inh,HIF-2a block,aDG glyco act,CF NFkB block
COc1ccccc1NC(=O)Cn1cnc2c(nc3n2CCCCC3)c1=O,-2,-3,-1,-0.3,10,-8,-1,3,9,-0.1,3
COC(=O)CCc1c(C)c(C(=O)c2cc(F)c(F)c(F)c2F)c2ccccn12,-4,-8,9,-0.3,-31,25,-2,-5,2,-0.4,0
CC(C)OCC(O)Cn1c(N2CCCC2)nc2c1c(=O)[nH]c(=O)n2C (centres undefined),9,7,1,0.6,1,3,1,-10,-10,0.2,2
CSc1ccc(NC(=O)NCc2cccnc2)cc1,-78,-4,-22,-0.1,-25,-27,1,2,-53,-0.1,6
Cc1ccc(C(C)C)cc1NC(=O)Nc1ccc([N+](=O)[O-])cc1,47,-47,34,0.9,87*,-23,0,69*,-31,-0.2,45
Oc1ccc(N2CCN(Cc3c(-c4ccccc4)nc4ccccn34)CC2)cc1,-11,-3,-15,-0.2,-14,14,2,-3,-17,-0.2,23
CC(=O)N1CCn2c3c(c4cc(C)ccc42)CCCC31 (centres undefined),-43,3,-15,4.0,-23,-13,2,-15,-57,-0.8,-10
CCOc1ccc(C(=O)NC(=S)Nc2ccccc2N2CCCCC2)cc1[N+](=O)[O-],30,2,-10,0.1,-3,-17,-2,17,6,-0.2,16
Cc1ccnc(SCc2cc(=O)c(OC(=O)c3ccc(S(=O)(=O)N(C)C)cc3)co2)n1,10,3,7,2.4,-5,-11,-1,28,20,0.0,-2
Cn1cc(CN2CCCCC2c2ccccn2)c(-c2ccc3c(c2)OCCO3)n1 (centres undefined),-6,11,12,-0.7,-24,-5,4,-7,10,-0.1,9
Cc1cccc(-n2c(SCc3cc(=O)n4ccsc4n3)nc3ccccc3c2=O)c1,12,-1,-14,-0.5,3,4,-1,7,-11,-0.8,18
